# PriA SSB inh: inhibitors of Klebsiella pneumoniae PriA binding to SSB C-terminal tail. AlphaScreen SSBct-PriA binding, biotinylated peptide. inhibition, % at 33 µM. actives 0.6% (n = 430,000). AID 1272365; in the data active = inhibition mostly above about 37%, no sharp cut-off; inactive = mostly below about 20%;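 also: plate controls were negative control peptide for no effect and reference peptide for full effect; strong numbers were not always called active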
# The depositor's hits bear a star; & = joins results of further samples. An excerpt, so the mix of outcomes need not match the whole.
canonical_smiles,PriA SSB inh
Cn1c(=NC(=O)/C=C/c2ccc([N+](=O)[O-])s2)sc2cc(Br)ccc21,-20.0
COc1ccccc1CCNC(=O)c1cc(=O)c(OCc2ccc(F)cc2)cn1C,-14.0
O=C(NCCSC1CCOCC1)c1ccco1,10.0
Cn1c(SCC(=O)NC2CCCC2)nc2c(-c3ccccc3)c[nH]c2c1=O,-10.0
Cc1noc(C)c1S(=O)(=O)NC[C@@](C)(O)Cc1ccco1,-23.0
Cc1cc(NC(=O)CSc2ccccc2)n(-c2nc3ccccc3s2)n1,-6.0
CSc1ccccc1CN1CCC(CNC(=O)c2cccn(C)c2=O)CC1,-14.0
CCc1nc(-c2ccc(N3CCN(C(=O)c4cncc(Br)c4)CC3)nc2)no1,-14.0
CCOC(=O)COc1cc(-c2ccccc2)nc2ccc(NC(=O)Nc3cccc(C)c3)cc12,2.0
O=C(NCc1cnn2c1CCCC2)c1ccc2nsnc2c1,-15.0
O=C(NN=CC1CC=CCC1)c1cc(Br)ccc1O (stereo not given),-0.1
CCOc1ccc(-c2csc(-n3nc(C)cc3NC(=O)c3ccccc3[N+](=O)[O-])n2)cc1,-15.0
Oc1c(C(c2ccc(C(F)(F)F)cc2)N2CCOCC2)ccc2cccnc12 (stereo not given),39.0
O=c1c(=Cc2ccc(O)cc2)sc2n1C(c1ccccc1)C(c1ccccc1)=NN=2 (stereo not given),21.6
COc1ccc(OC)c2sc(NC(=O)c3ccc(S(=O)(=O)N4CCCC(C)C4)cc3)nc12 (stereo not given),1.0
COc1ccc(C)c2sc(N(CCCN(C)C)C(=O)Cc3ccc(Cl)s3)nc12,26.0
Cc1nc2ccccc2n1Cc1ccc(C(=O)NCc2ccccc2Cl)o1,1.0
Cc1cc(C)cc(C(=O)Nc2cccc(-c3cn4ccsc4n3)c2)c1,20.0
O=C(Nc1cc(N2CCN(Cc3ccccc3)CC2)ncn1)c1ccc(-n2cccn2)nn1,-7.0
Cc1ccc(NC(=O)NC2(C(F)(F)F)Oc3ccccc3O2)cc1[N+](=O)[O-],16.0
CC1CCCCC1=NNc1ccc(S(N)(=O)=O)cc1[N+](=O)[O-] (stereo not given),32.6
O=C(NCc1ccc(C(O)c2cccs2)s1)c1cc(-c2ccccc2)on1 (stereo not given),-31.0
O=S(=O)(NCCN1CCC(c2cccs2)CC1)c1ccc(OC(F)(F)F)cc1,-13.0
O=C(Nc1cc(N2CCN(c3ccccc3)CC2)ncn1)c1ccccc1Cl,-6.0
O=C(CC(c1ccccc1)c1ccccc1)Nc1cnoc1,-18.0
O=C(Cc1csc(Nc2ccc(OC(F)(F)F)cc2)n1)N1CCCC1,-10.0
COc1ccc(C(=O)N2CCc3cc(S(=O)(=O)N4CCOCC4)ccc32)cc1,7.0
COc1cccc(C=NNC(=O)CCc2c(C)n[nH]c2C)c1O,-4.1
COC(=O)c1ccc2nc(NC(=O)c3cccc(N4C(=O)CCC4=O)c3)sc2c1,-10.0
Nc1cc(N2CCCC2)ncn1,-19.0
CC(=O)Nc1cc(C)c(C)s1,32.0
CSc1ccccc1C(=O)Nc1ccccc1-c1nc2ccccc2s1,-12.0
CC1CN(CC(=O)Nc2cccc(C(F)(F)F)c2)CC(C)O1 (stereo not given),-3.0
CC(C)(Oc1ccc(Cl)cc1)C(=O)N1Cc2cncnc2C1,7.0
O=C(Nc1ccncc1)C1CN(S(=O)(=O)C2CC2)C1,-6.0
O=C(c1cccc(-n2cccn2)c1)N1CCC(n2c(=O)[nH]c3ccc(F)cc3c2=O)CC1,0.0
COc1ccc(S(=O)(=O)NCCCn2ncccc2=O)cc1F,-13.0
NC(=O)c1ccc(NC(=O)Cn2nc3n(c(=O)c2=O)CCN3c2ccc(F)cc2)cc1,-10.0
Cc1cc(C(=O)N2CCC(n3ccnn3)C2)no1 (stereo not given),-1.0
O=C(Nc1cccc(-c2nc3ccccc3o2)c1)c1ccc(C(=O)c2ccccc2)cc1,-17.0
CC12CC3(C(=O)Nc4ccc(Cl)cc4C(=O)c4ccccc4)C1CCC23C (stereo not given),-4.0&-4.0
Cn1cccc1[C@H](CNC(=O)c1ccc2ccccc2c1)N1CCCC1,2.0
O=C(Nc1cc(F)ccc1F)c1csc2nc(-c3ccc(F)cc3)cn12,-1.0
CSc1ccccc1C(=O)NCC[C@H](O)c1ccccc1,-1.0
Cc1ccc(-c2cc(COC(=O)COc3ccccc3C)no2)cc1,-19.0&1.0
COc1ccccc1-c1nnc(NC(=O)c2ccn(C)n2)o1,13.0
Cc1csc(NC(=O)CSc2ccc3nnc(-c4cccc(F)c4)n3n2)n1,-9.0
Cc1nnsc1C(=O)N1CCC(Oc2nc3ccccc3o2)CC1,-7.0
O=C1COc2cc(Cl)ccc2N1Cc1nc(-c2cccnc2)no1,-10.0&4.0
COc1ccc(NC(=O)OCc2ccccc2)cc1N1CCCCC1=O,-9.0

# (further entries)
canonical_smiles,PriA SSB inh
O=C(C1=C(O)C(=O)N(c2ccccn2)C1c1cccc(Cl)c1)c1ccco1 (stereo not given),7.0
Nc1nc(SCCO)[nH]c(=O)c1NC(=O)c1ccc(C(F)(F)F)cc1,5.0
COc1ccccc1OCC(=O)NC[C@@H](c1ccsc1)N1CCN(C)CC1,-6.0
CN(C1CCCCC1)S(=O)(=O)c1ccc(C(=O)Nc2nnc(C3CC3)o2)cc1,-8.0
CCCCNC(=O)c1ccc(-n2ccnc2SCC(=O)NCc2ccc(SC)cc2)cc1,7.0
O=C1/C(=C\c2ccco2)SC(=S)N1CCS(=O)(=O)O,-7.0
CC(C)n1c(=O)c2ccccc2n(Cc2nc(-c3ccc(Br)cc3)no2)c1=O,0.0
C=CCN=c1scc(-c2ccc(F)cc2)n1N=Cc1ccccn1,23.5
O=C(O)c1ccccc1C(=O)Nc1ccc(S(=O)(=O)N2CCOCC2)cc1,-6.0
CCC(CO)NCC(O)COc1ccc(Br)cc1 (stereo not given),-17.0
COc1nn(C)cc1C(=O)NCC[C@H](O)c1cccc2ccccc12,-10.0
O=C(Nc1ccc(-c2ccc(N3CCCCC3)nn2)cc1)Nc1cccs1,-8.0
O=C(c1ccccc1)c1cc(Cl)ccc1NC(=O)c1c(F)cccc1F,-10.0
CN(C)c1ccc(CCNC(=O)C(=O)Nc2cc(Cl)ccc2C#N)cc1,-12.0
CC(=O)c1cccc(NC(=O)NCCCn2ccnc2)c1,27.2
O=C(CC=NOCc1ccc(Cl)cc1Cl)c1ccccc1,-10.0
CN(C)C(CNC(=O)c1ccc2ccccc2c1)c1ccccc1 (stereo not given),0.0
CCOc1ccc(S(=O)(=O)N2CCOC(c3ccccc3)C2)cc1C (stereo not given),-13.0
COc1ccc(OC)c(-c2cc(C(=O)N3CCC(Oc4ccc(Cl)cn4)CC3)[nH]n2)c1,18.0
O=C(c1ccc(Br)o1)N1CCN=C1SCc1cccc(C(F)(F)F)c1,-14.0
Cc1ccc(S(=O)(=O)n2ccnc2)cc1,-3.0
COc1cccc(NC(=O)CSc2nc(CC(=O)NCc3ccco3)cs2)c1,8.0
O=C(N1CCN(C(c2ccccc2)c2ccccc2)CC1)C1(c2cccs2)CCOCC1,-17.0
CN(C)CC#CCNC(=O)NCc1cccc2ccccc12,-8.0
Cc1c(Cl)cccc1-n1nnc(C(=O)N[C@H]2CCS(=O)(=O)C2)c1C,-20.0

# Brought forward from above: two compounds, followed by the next part.
canonical_smiles,PriA SSB inh
CN(C)CC#CCNC(=O)NCc1cccc2ccccc12,-8.0
Cc1c(Cl)cccc1-n1nnc(C(=O)N[C@H]2CCS(=O)(=O)C2)c1C,-20.0
COc1ccc(CCNC(=O)N2CCC[C@H](c3nnc(-c4ccsc4)o3)C2)cc1,-11.0
O=C(NN=Cc1ccc(Cl)c([N+](=O)[O-])c1)c1cnccn1,-1.2
CCOc1ccccc1NC(=O)N1CCN(c2ccc(-n3cccc3)nn2)CC1,-23.0
O=C(CCS(=O)(=O)c1ccccc1)NCC1CCN(c2ccncc2)CC1,21.0
Cc1cc(CCNC(=O)CCn2cnc3ccccc3c2=O)on1,-9.0
Nc1c(S(=O)(=O)c2ccc(F)cc2)c2nc3ccccc3nc2n1Cc1cccs1,1.0
O=C(CSc1nnc2ccccn12)Nc1ccc(-c2nc3ccccc3s2)cc1,3.0
Cc1ccc(Cl)cc1NC(=O)C(=O)NCc1ccc2c(c1)OCO2,-16.0
Cc1oc(-c2cccc(Cl)c2)nc1Cn1c(=O)n(CC2CCCO2)c(=O)c2ccccc21 (stereo not given),-2.0
CC(C)(C)C(=O)NCC(=O)N1CCOC(c2ccccc2)C1 (stereo not given),0.0
Cc1c(Cl)cccc1S(=O)(=O)N1CCN(C[C@H](C)O)CC1,-6.0
COc1ccc(NC(=O)CSc2n[nH]c(-c3ccccc3)n2)cc1,30.8
Cc1ccc(NC(=O)Cn2nc(-c3cccc(Br)c3)ccc2=O)cc1F,-7.0
Cc1ccc(CCC(=O)Nc2ccc(Cl)c([N+](=O)[O-])c2)o1,48.0*
O=C1CC(c2ccccc2)S(=O)(=O)c2ccccc2N1Cc1ccccc1 (stereo not given),-2.0
O=C(c1ccoc1)N1CCC(CNS(=O)(=O)c2ccc(N3CCCCS3(=O)=O)cc2)CC1,-6.0
CCOc1ccc(NC(=O)C(C)Cn2nc(C)cc2C)cc1 (stereo not given),12.0
Cc1nc(SCC(=O)Nc2ccc(C(C)(C)C)cc2)c2c3c(sc2n1)CCC3,-6.0
Cc1cc([N+](=O)[O-])ccc1NC(=O)C1COc2ccccc2O1 (stereo not given),-19.0
Cc1cccc2sc(NC(=O)c3ccc(-n4cncn4)nn3)nc12,-17.0
Cc1ccc(NC(=O)c2ccc3nnc(SCC(=O)Nc4cccc(F)c4)n3c2)cc1,-10.0
O=C(CCNS(=O)(=O)c1ccccc1F)N1CC(S(=O)(=O)c2ccc(F)cc2)C1,-3.0
O=C(NCC#CCN1CCOCC1)c1cccc(F)c1,0.0
CCn1ccc(C(=O)NCc2ccccc2)n1,-14.0
Cc1cccc(NC(=O)Cn2nc3n(C(C)C)c(=O)c4ccc(C(=O)NC(C)C)cc4n3c2=O)c1,-3.0

# 3 successive records from above, for reference:
canonical_smiles,PriA SSB inh
O=C(NCC#CCN1CCOCC1)c1cccc(F)c1,0.0
CCn1ccc(C(=O)NCc2ccccc2)n1,-14.0
Cc1cccc(NC(=O)Cn2nc3n(C(C)C)c(=O)c4ccc(C(=O)NC(C)C)cc4n3c2=O)c1,-3.0

# Next structures follow:
canonical_smiles,PriA SSB inh
O=C(Nc1cccs1)N1CCN(c2ccc3nncn3n2)CC1,5.0
COc1ccc(Cl)cc1S(=O)(=O)NC[C@@](O)(c1ccccc1)C1CC1,-6.0
O=C(CSc1n[nH]c(=O)[nH]c1=O)NN=Cc1ccccc1O,12.7
CCOC(=O)c1nn(-c2ccc(C)cc2)c(=O)c2c(NC(=O)c3ccc(S(=O)(=O)N4CCCC4)cc3)scc12,0.0
O=C(C[n+]1ccccc1)NN=Cc1c(F)cccc1Cl,2.6
CC(=NNC(=O)c1c[nH]c2ccccc12)c1ccc(C)s1,3.6
CCc1n[nH]c2c1C(=NO)CC(c1ccccc1)C2 (stereo not given),-4.8
O=S(=O)(N=C(c1ccccc1)N1CCOCC1)c1ccc(Cl)cc1,-5.8
CC1Oc2ccccc2OC1C(=O)NCC#CCOc1ccccc1C(N)=O (stereo not given),-3.0
CSc1ccccc1-c1nnc(NC(=O)COc2ccccc2)o1,-3.0
COc1ccc2nc(-c3ccc(F)c(NC(=O)c4ccc(F)c(F)c4)c3)cn2n1,-6.0
O=C(Nc1ccccc1-n1cccc1)c1cc2ccccc2oc1=O,7.0
Cc1noc(C)c1C(=O)N1CCN(c2nccn3nc4c(c23)CCCC4)CC1,5.0
O=C(Nc1ccc2c(c1)OCCO2)C1CN(C(=O)c2cnccn2)C1,-12.0
Cc1noc(C)c1S(=O)(=O)NCCn1ccc(-c2cccs2)n1,-10.0
O=C(Nc1cccnc1)C(N=Nc1c(Cl)cccc1Cl)=C(O)c1ccccc1,-11.6
COc1ccc(S(=O)(=O)NCc2ccsc2)cc1,-6.0
C/C(=N\NC(N)=S)c1ccc(O)c(O)c1O,14.0
COc1ccccc1N1CCN(C(=O)C2CCN(c3ncnc4c3sc3ncccc34)CC2)CC1,-5.0
O=[N+]([O-])c1ccccc1C=NN1CCN(Cc2ccccc2)CC1,18.9
NC(=N[N+](=O)[O-])N1CCN(C(=O)c2ccc(Cl)cc2)CC1,-25.0
COc1cccc2c(Nc3cc(C)cc(C)c3)c(C#N)cnc12,-6.0
CCOc1ccc2nc(SCC(=O)N(c3c(C)cccc3CC)C(C)COC)[nH]c2c1 (stereo not given),2.0
O=C1C[C@H](NC(=O)NCc2cccs2)CN1,-7.0
COc1ccc(S(=O)(=O)NCC2CCN(C3CCCC3)CC2)c(C)c1,-24.0
Cc1[nH]c(=O)nc(C(=O)O)c1C,-15.0
CC(=O)c1sc(NC(=O)c2cc(C)nn2C)nc1C,-12.0
COc1ccc(-c2nc(NC(=O)c3ccnn3C)sc2C)cc1,-1.0
CN(CC#CCNC(=O)COc1ccc(F)cc1)Cc1ccccc1,-1.0
CN1CC(=NS(=O)(=O)c2ccccc2)N(C)C1=O,1.3
O=C(c1cc(=O)c2ccccc2o1)N1CCC(Oc2cccnc2)CC1,-6.0
COc1cc(C=NNC(=O)c2cc(-c3cccs3)nc3ccccc23)ccc1O,-0.1
CCOC(=O)Cc1nc(-c2cnccn2)n[nH]1,-23.0
Cn1c(=O)n(Cc2ccc(Cl)cc2)c(=O)c2c(N3CCN(C(=O)c4ccco4)CC3)ccnc21,0.0

# Compound activity (PubChem)
